hIAP block: blocks human intestinal alkaline phosphatase; actives 0.12% (n = 330,000); inhibition, % at 10 µM; purified IAP, CDP-Star luminescence, 30 min; AID 2544; P09923;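 active = inhibition reaching a set limit with compound at 10 µM in the primary screen, cut at about 35% in these data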;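 note: plate controls were DMSO wells with enzyme for no effect and no-enzyme buffer wells for full effect; values of inactives mirror those of a sister screen read the other way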
Target sequence (P09923 whole entry, looked up): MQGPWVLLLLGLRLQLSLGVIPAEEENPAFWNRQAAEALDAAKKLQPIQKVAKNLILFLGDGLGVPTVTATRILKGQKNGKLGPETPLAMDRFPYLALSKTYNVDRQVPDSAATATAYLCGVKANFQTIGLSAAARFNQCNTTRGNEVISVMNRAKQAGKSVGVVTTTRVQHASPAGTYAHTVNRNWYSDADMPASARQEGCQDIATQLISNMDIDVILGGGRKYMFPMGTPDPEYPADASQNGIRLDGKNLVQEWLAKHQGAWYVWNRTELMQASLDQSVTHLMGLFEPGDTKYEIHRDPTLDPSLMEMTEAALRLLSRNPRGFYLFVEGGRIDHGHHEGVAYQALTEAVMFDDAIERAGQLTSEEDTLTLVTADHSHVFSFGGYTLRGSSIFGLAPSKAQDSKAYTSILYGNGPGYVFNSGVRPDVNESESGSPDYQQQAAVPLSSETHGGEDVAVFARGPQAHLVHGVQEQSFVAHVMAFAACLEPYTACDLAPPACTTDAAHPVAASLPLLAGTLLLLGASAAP
MPTP block: inhibitors of mitochondrial permeability transition pore; isolated mouse mitochondria, Ca2+ swelling absorbance, 30 min; inhibition, % at 10 µM; actives 1.4% (n = 360,000); AID 602449;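 active = inhibition of 50% or more, scaled per plate between neutral and stimulator controls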;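 note: 0% = DMSO wells given calcium and 100% = 1 mM EGTA wells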
hIAP activ: increases human intestinal alkaline phosphatase activity | actives 0.16% (n = 330,000) | P09923 | purified human IAP, CDP-Star luminescence, 30 min; hits give high values; 1 = vehicle-only enzyme, 0 = enzyme-free background | activation factor at 10 µM;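 active = activation factor of the enzyme at least 2-fold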; note: the source names both 10 and 20 µM as test concentration; values of inactives mirror those of a sister screen read the other way
MIN6 prolif: inducers of beta-cell replication in MIN6 cells | MIN6 cells proliferation, ATPlite luminescence, 48 h; cells starved in 0.2% serum; 100% = growth in 10% serum | proliferation, % at 10 µM | actives 0.29% (n = 330,000);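 active = compounds whose signal lies at least 3.5 SD above the mean of all wells on their plate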;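 note: 0% = DMSO-treated cells in low-serum medium and 100% = 10% serum control; some compounds called inactive have numbers as strong as hits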
GRIN3A LBD mod: modulators (binders) of human NR3A ligand-binding domain | NR3A LBD differential scanning fluorimetry, Tm shift; 0% = protein alone, 100% = glycine-bound protein | Tm shift relative to glycine control, % at 25 µM | actives 2.5% (n = 340,000);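 active = melting temperature shift of at least 10% of the positive control shift, at one fixed dose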
APOBEC3G inh: blocks human APOBEC3G single-stranded DNA deamination; AID 493012; recombinant A3G, ssDNA deamination FAM/TAMRA fluorescence; actives 0.28% (n = 330,000); inhibition, % at 20 µM; Q9HC16;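 active = inhibition of at least 40% at 20 µM, with no more than 30% in the related APOBEC3A deaminase screen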;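 note: plate controls were DMSO wells with A3G for no effect and wells lacking A3G enzyme for full effect; some compounds called inactive have numbers as strong as hits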
Target sequence (Q9HC16 whole entry, looked up): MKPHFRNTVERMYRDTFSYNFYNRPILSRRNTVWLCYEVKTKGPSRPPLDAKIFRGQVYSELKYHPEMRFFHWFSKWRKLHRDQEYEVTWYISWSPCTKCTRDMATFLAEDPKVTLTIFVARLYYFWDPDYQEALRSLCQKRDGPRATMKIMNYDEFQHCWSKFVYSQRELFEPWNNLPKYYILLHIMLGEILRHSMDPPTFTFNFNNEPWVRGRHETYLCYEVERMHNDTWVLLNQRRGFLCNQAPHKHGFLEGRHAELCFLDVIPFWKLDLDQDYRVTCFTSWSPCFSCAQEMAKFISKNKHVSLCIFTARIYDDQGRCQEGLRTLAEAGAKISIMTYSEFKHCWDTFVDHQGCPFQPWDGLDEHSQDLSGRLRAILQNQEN
APOBEC3A inh: human APOBEC3A DNA deaminase inhibition; P31941; recombinant A3A, FAM/TAMRA ssDNA deamination fluorescence; inhibition, % at 20 µM; actives 0.41% (n = 330,000); AID 493011;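 active = at least 40% inhibition at 20 µM here, with at most 30% in a related deaminase screen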;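 note: plate controls were A3A with DMSO for no effect and wells lacking A3A enzyme for full effect; some results filed as inactive read as strong as hits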
Target sequence (P31941 whole entry, looked up): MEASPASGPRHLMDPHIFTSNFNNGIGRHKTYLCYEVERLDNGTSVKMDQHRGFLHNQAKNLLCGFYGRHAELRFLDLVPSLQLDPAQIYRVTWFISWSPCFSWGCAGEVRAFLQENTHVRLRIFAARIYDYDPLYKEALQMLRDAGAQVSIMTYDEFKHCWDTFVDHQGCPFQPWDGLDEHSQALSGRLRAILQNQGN
mIAP activ: mouse IAP activation. muIAP, CDP-Star luminescence, 30 min; hits give high values; 1 = vehicle-only enzyme signal, 0 = enzyme-free wells. activation factor at 10 µM. actives 0.24% (n = 330,000). AID 2805;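 active = activation factor of at least 2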; note: the source names both 10 and 20 µM as test concentration; values of inactives mirror those of a sister screen read the other way
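Assay system: mouse IAP enzyme / Compound: DMSO-dissolved test compounds / Timing: 30 min, room temperature / Measured by: luminescence from enzymatic CDP-Star hydrolysis / Control set: DMSO-only wells, enzyme-free buffer wells as negative control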
mIAP block: blocks mouse intestinal alkaline phosphatase; purified mouse IAP, CDP-Star luminescence, 30 min; inhibition, % at 10 µM; actives 0.2% (n = 330,000);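 active = inhibition of at least 40% at 10 µM in the primary screen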;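 note: plate controls were DMSO with enzyme for no effect and no enzyme wells for full effect; values of inactives mirror those of a sister screen read the other way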
* = called active by the depositor; . = not tested or not shown.

SMILES	hIAP block	MPTP block	hIAP activ	MIN6 prolif	GRIN3A LBD mod	APOBEC3G inh	APOBEC3A inh	mIAP activ	mIAP block
CCN1CCN(S(=O)(=O)c2cc(OCC(=O)NC3CCCCC3)c(C)cc2Cl)CC1	7	1.9	0.93	-2	-1	0	1	1	0
CCN(CC)C(=O)CCn1nc(-c2ccc(C)cc2)c2ccccc2c1=O	1	0.6	0.99	-1	-1	-2	-6	1.1	-6
COCCOC(=O)c1c(C)oc2ccc(NS(=O)(=O)c3ccc(C)cc3)cc12	-2	2.5	1	-2	-5	11	9	1	-4
COC(=O)c1ccc(NC(=O)Cn2nc(SC)n(N)c2=S)cc1	-13	-5.2	1.1	-2	0	-4	-1	1.1	-12
CCOC(=O)C(Cc1ccccc1)C(=O)Nc1ccc(NC(=O)C(Cc2ccccc2)C(=O)OCC)cc1 (stereo not given)	-5	-1.2	1	-2	0	-4	1	1.1	-11
C=CCNc1nc(C(=O)OCC(=O)N(Cc2ccccc2)C(C)C)cs1	1	-1.7	0.99	0	1	-4	-2	1	0
Cc1sc2ncnc(N(C)Cc3ccco3)c2c1C	-14	3.8	1.1	-1	0	-3	-2	0.94	6
Cc1ccc2c(c1)nnn2C1CCN(C(=O)c2cccs2)CC1	3	-0.9	0.97	-2	2	-6	-5	1	-3
COC(=O)c1cc(S(=O)(=O)N2CCN(c3ccc(C(C)=O)cc3)CC2)cn1C	0	-2.7	1	-2	5	-3	-2	1	-2
O=c1oc2ccccc2cc1-c1nc2ccccc2o1	0	1.0	1	-3	0	-4	-4	0.96	4
CC(C(=O)Nc1ccc2c(c1)OCO2)N1CCN(C)CC1 (stereo not given)	-12	0.9	1.1	-1	0	-4	4	1	-4
Cc1ccc(C2CC(=O)Nc3cc4c(cc32)OCO4)o1 (stereo not given)	15	0.3	0.85	-1	-4	-5	0	0.9	10
NC(=O)c1ccc(Cc2ncc(C(F)(F)F)cc2Cl)s1	-3	0.0	1	0	8	-2	1	1.1	-7
COc1cc2c(cc1OC)C(c1ccccc1)N(C(=O)C(C)(C)C)CC2 (stereo not given)	-2	-0.2	1	1	0	-7	-3	1	0
NS(=O)(=O)c1ccc(CCNC(=O)CCCn2ncn3c(cc4occc43)c2=O)cc1	17	-0.5	0.83	-3	0	0	1	1	0
CCOC(=O)COc1ccc(C(=O)NC2CCCCC2)cc1	-6	0.4	1.1	-2	0	2	5	1.1	-9
O=C(COc1ccc2ccccc2c1Br)NNC(=O)Nc1ccccc1	11	0.4	0.89	-2	10*	-5	0	0.96	4
COc1ccc(CNC(=O)C2CCN(S(=O)(=O)c3cccnc3)CC2)cc1	-2	-0.8	1	1	-1	7	1	1	-3
O=C1NC2(CCCC2)N=C1c1ccc(Cl)cc1	12	-0.7	0.89	-1	-1	-2	2	1	-2
CC(C)N1CCN(Cc2ccc(Sc3nncn3C)o2)CC1CCO (stereo not given)	-7	0.7	1.1	-1	2	-5	-6	0.96	4
CC(NC(=O)c1ccc(S(=O)(=O)Nc2ccccc2Cl)cc1)c1ccncc1 (stereo not given)	-16	1.1	1.2	-5	2	-3	0	1.1	-11
O=C1CS/C(=N/N=C/c2ccncc2)N1	-1	-0.1	1	1	-1	-9	2	1.1	-12
Nc1nnc(SCC(=O)OCc2ccccc2)s1	6	11	0.94	0	-5	-7	-7	0.99	1
O=c1c2ccccc2cnn1CCOc1cccc(Br)c1	14	1.0	0.86	3	0	-15	-3	0.95	5
CCOC(=O)c1sc(=S)n(C)c1NC(=O)c1ccccc1Cl	-10	7.9	1.1	-4	-9	6	-1	0.92	8
COc1ccc(SCCN2CC[C@@H](NC(=O)OCc3ccccc3)CCC2=O)cc1	-2	-0.1	1	-3	8	-9	-1	1.1	-7
COc1cc2c(cc1OC)CN(C(C)C(=O)Nc1ccc(NC(C)=O)cc1)CC2 (stereo not given)	10	-2.0	0.9	-3	0	-12	28	0.98	2
COC(=O)c1sc(C(=O)OC)c(C(=O)OC)c1C(=O)OC	2	-0.1	0.98	-2	-6	-5	-1	0.98	2
COCCOc1cc(-n2cccc2)c(Cl)cc1Cl	5	0.8	0.95	-2	-1	2	3	1	0
COCCN(C(=O)CSc1nnc(-c2ccccc2F)n1C)c1c(N)n(Cc2ccccc2)c(=O)[nH]c1=O	-9	-1.5	1.1	-1	-1	-4	-3	1.1	-6
Cc1ccc(CN2CC(C(=O)Nc3ccc(S(=O)(=O)Nc4cc(C)nc(C)n4)cc3)CC2=O)cc1 (stereo not given)	4	0.1	0.96	0	2	-2	2	1	-3
Cc1cc(Cl)c(S(=O)(=O)NCCC(=O)O)cc1OCC(N)=O	-23	-1.7	1.2	0	-2	-8	-4	1.1	-8
CCNCC(=O)Nc1c(C)cccc1C	-5	-1.4	1.1	6	-1	-8	-3	0.98	2
COc1cc2c(C(=O)Nc3ccccc3F)cn(C)c(=O)c2cc1OC	10	1.2	0.9	-2	2	1	0	0.99	1
Cc1ccc2c(c1)n([O-])c1c([n+]2=O)CCCC1	12	0.8	0.88	0	1	-1	-2	0.9	10
CCSc1nsc(NC(=O)Nc2cccc(F)c2)n1	-1	98*	1	-4	32*	-8	1	1	0
CS(=O)(=O)N1CCN(C(=O)c2ccc(Cl)s2)CC1	11	-0.5	0.89	-5	1	6	-1	1.1	-12
O=C(COC(=O)Cn1cnc2ccccc2c1=O)Nc1ccccc1Sc1ccc(Cl)cc1	16	3.6	0.84	2	-9	-9	-5	0.98	2
Cc1cc(=O)[nH]c(SCc2cn3ccccc3n2)n1	0	-0.9	1	0	1	-2	-2	1	0
CCc1ccc(C2=NN(C(=O)OC)C(O)(C(F)(F)F)C2)cc1 (stereo not given)	16	0.9	0.84	-4	2	4	34	0.97	3
COc1cc(NC(=S)N2CCN(S(=O)(=O)c3ccc(F)cc3)CC2)cc(OC)c1	4	0.5	0.96	-3	2	-7	-6	1.1	-15
CS(=O)(=O)N1CC(C(=O)NC2CC2)Oc2ccc(Cl)cc21 (stereo not given)	11	0.7	0.89	0	-2	-3	-3	0.96	4
Cc1ccc(Sc2nc3ccc(C)cn3c(=O)c2/C=N/O)cc1	4	1.4	0.96	-6	-2	0	1	1.1	-5
CN(C)CCCN(C(=O)c1ccc(S(=O)(=O)N2CCCC2)cc1)c1nc2c(F)cc(F)cc2s1	-13	20	1.1	-4	.	2	3	0.98	2
CCc1n[nH]c(=S)n1/N=C/c1ccccc1OCc1ccc(Cl)cc1	22	4.1	0.78	0	0	1	-4	0.87	13

Record cards, from the list above. Order of screens: hIAP block | MPTP block | hIAP activ | MIN6 prolif | GRIN3A LBD mod | APOBEC3G inh | APOBEC3A inh | mIAP activ | mIAP block
Listed for CCNCC(=O)Nc1c(C)cccc1C = -5 | -1.4 | 1.1 | 6 | -1 | -8 | -3 | 0.98 | 2
Listed for COc1cc(NC(=S)N2CCN(S(=O)(=O)c3ccc(F)cc3)CC2)cc(OC)c1 = 4 | 0.5 | 0.96 | -3 | 2 | -7 | -6 | 1.1 | -15
Listed for CCc1ccc(C2=NN(C(=O)OC)C(O)(C(F)(F)F)C2)cc1 (stereo not given) = 16 | 0.9 | 0.84 | -4 | 2 | 4 | 34 | 0.97 | 3
Listed for Cc1ccc2c(c1)n([O-])c1c([n+]2=O)CCCC1 = 12 | 0.8 | 0.88 | 0 | 1 | -1 | -2 | 0.9 | 10
Listed for CCc1n[nH]c(=S)n1/N=C/c1ccccc1OCc1ccc(Cl)cc1 = 22 | 4.1 | 0.78 | 0 | 0 | 1 | -4 | 0.87 | 13

(list continues)
SMILES	hIAP block	MPTP block	hIAP activ	MIN6 prolif	GRIN3A LBD mod	APOBEC3G inh	APOBEC3A inh	mIAP activ	mIAP block
O=C(Nc1cccnc1)c1cc(-c2ccc(Br)cc2)nc2ccccc12	12	0.4	0.88	-5	-7	-7	-2	0.85	14
CCCCNC(=O)c1ccccc1NS(=O)(=O)c1ccc2c(c1)OCCO2	-3	4.7	1	-1	0	-8	0	0.92	8
CC(C)c1ccccc1OCC(=O)NC1CCCc2ccccc21 (stereo not given)	13	1.8	0.87	0	3	1	2	1	0
CCS(=O)(=O)N1CCC(C(=O)NC2CCCCC2)CC1	-15	0.5	1.1	-2	-1	-6	-4	1	-1
CC(=O)c1cc(C)ccc1OC(=O)CN1C(=O)c2ccccc2C1=O	4	0.1	0.96	2	-2	-6	-1	0.94	6
Cc1c2cnn(CC(=O)Nc3c(F)c(F)cc(F)c3F)c(=O)c2c(C)n1Cc1ccc(F)cc1	2	.	0.98	-1	.	3	1	1	0
Cc1cc(=O)[nH]c(SCc2csc(-c3ccccc3)n2)n1	-5	1.5	1.1	-2	-1	-8	-5	0.98	2
Cc1ccnc(N/C=C(/NC(=O)c2ccccc2)C(=O)NN)n1	2	-2.0	0.98	-2	-2	-8	-3	1.1	-6
C=CCc1cccc(CNc2nc3ccccc3n2CC)c1O	10	-1.6	0.9	-1	3	2	3	0.92	8
CCOC(=O)N1CCC(NC(=O)CC2C(=O)NCCN2Cc2ccccc2F)CC1 (stereo not given)	8	-1.5	0.92	2	-3	-6	2	0.97	3
CN(C(=O)COC(=O)c1cncc(Br)c1)C1CCCCC1	-4	-0.1	1	-3	0	4	2	0.94	6
COc1ccccc1-n1c(SCC(=O)NCC2CCCO2)nc2c([nH]c3ccccc32)c1=O (stereo not given)	-21	0.0	1.2	7	1	-2	0	0.86	14
O=C(O)c1ccc(N2CCN(Cc3ccc4c(c3)OCO4)CC2)c([N+](=O)[O-])c1	-4	-0.1	1	-5	0	-8	-4	1	-3
C=CCn1cnc2c(c1=O)c1nc3ccccc3nc1n2/N=C/c1cc(OC)c(OC)c(OC)c1	2	-1.3	0.98	-4	-3	6	0	0.96	4
CCOc1ccc(OCC(=O)OCC(=O)Nc2ccccc2C#N)cc1	-2	-3.3	1	-2	0	-10	-7	1.1	-5
Cc1ccccc1CN1CCN(Cc2cc(=O)c3ccccc3[nH]2)CC1CCO (stereo not given)	0	0.5	1	-3	0	10	-6	1	-4
Cc1ccccc1N(C(=O)CNC(=O)c1ccco1)C(C(=O)NC1CCCCC1)c1cccnc1 (stereo not given)	-14	1.1	1.1	-1	-6	-2	2	1.1	-8
C/C(=C\C(=O)c1ccc(Br)cc1)NNC(=O)c1ccccc1	-10	8.5	1.1	-4	-5	1	1	0.91	9
CCc1nnc(NC(=O)CSc2nc(-c3ccccc3)nc3ccccc23)s1	7	0.2	0.93	0	0	-5	3	0.98	2
Cc1cc(Br)ccc1NC(=O)CSc1nnc(CN2CCOCC2)n1C	-21	-0.5	1.2	1	-2	0	3	0.99	1
NC(=O)NC(=O)CSc1nc(C2CCCCC2)n(-c2ccccc2)n1	2	0.6	0.98	0	-1	-6	-5	0.99	1
Cc1cccc(N2CCN(C(=O)Cn3ccc4ccccc4c3=O)CC2)c1C	-1	6.0	1	-1	-3	2	2	1	0
Cc1cccc(NC(=S)NC(C)(C)CC(C)(C)C)c1	4	1.2	0.96	-5	-11	-10	-4	1.2	-22
COc1cccc(NC(=O)N2CCCC2C(=O)Nc2ccc3c(c2)OCO3)c1 (stereo not given)	9	-0.9	0.91	-5	1	1	5	1	-3
Nc1c([N+](=O)[O-])c(=O)oc2ccccc12	-7	-0.3	1.1	-3	4	-2	1	1	0
CCCCC(CCC(=O)O)(C(=O)OCC)c1csc(Nc2ccc(OCC)cc2)n1 (stereo not given)	-10	3.9	1.1	-3	0	-5	-6	0.99	1
CC1(C)C(C=C(Cl)Cl)C1C(=O)N(Cc1cccc(Cl)c1)C1CCS(=O)(=O)C1 (stereo not given)	-2	2.5	1	-4	2	-3	-3	0.99	1
CC(C)(C)n1ncc2c(=O)n(Cc3ccc(Cl)c(Cl)c3)cnc21	-22	-0.3	1.2	-5	0	-2	1	1	-5
CCOC(=O)/C(=N/Nc1ccccc1)N1CCCc2ccccc21	10	1.8	0.9	-3	-1	-5	-3	0.95	5
